# High-throughput results (PubChem)
# DAX1 inh-1: DAX1 (NR0B1) inhibitors, primary screen, cell-based, HEK293, Gal4-DAX1, luciferase luminescence | hit rate 0.99% among 340,000 | inhibition, % at 6.75 µM | AID 504766, 2011 | HEK293 Gal4-DAX1 luciferase reporter | Nuclear receptor subfamily 0 group B member 1 (Homo sapiens), P51843;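 active means inhibition above the mean over all tested compounds plus 3 SD, cut at about 4.2% in these data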;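 further: 0% = DAX1-transfected cells with DMSO and 100% = empty-vector control cells with DMSO; inhibition shows as a rise in luminescence from relieved DAX1 repression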
# Target sequence (P51843 207-470 limits assumed): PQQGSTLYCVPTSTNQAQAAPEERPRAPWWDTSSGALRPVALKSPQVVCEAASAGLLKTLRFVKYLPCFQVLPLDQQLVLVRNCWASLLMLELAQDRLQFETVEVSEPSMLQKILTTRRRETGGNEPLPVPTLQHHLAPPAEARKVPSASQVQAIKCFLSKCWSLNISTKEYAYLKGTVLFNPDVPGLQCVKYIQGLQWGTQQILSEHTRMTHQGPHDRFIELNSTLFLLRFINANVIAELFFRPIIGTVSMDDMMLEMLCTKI
# ADAM10 inh: human ADAM10 inhibitors, primary screen, biochemical, QFRET, HTS; Disintegrin and metalloproteinase domain-containing protein 10 (Homo sapiens), O14672; recombinant ADAM10, EDANS/DABCYL FRET peptide cleavage, 3 h; inhibition, % at 7 µM; hit rate 0.62% among 370,000;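 active means inhibition above a per-campaign cutoff equal to the mean of compounds falling between control-based bounds plus 3 SD, cut at about 20% in these data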;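 further: 0% = DMSO wells while the 100% control is not disclosed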
# NPR2 activator: human GC-B receptor activators, primary screen, HEK293 GC-B cells, cGMP TR-FRET, EC30 CNP. 0% at EC30 CNP, 100% saturating CNP. activation, % at 10 µM. hit rate 0.11% among 370,000;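 active means activation at 10 µM reaching about 35% in either raw or pattern-adjusted values, limit read from the data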
# SMARCA2 act: SMARCA2 (BRM) function activators, primary screen, cell-based, luminescence, high throughput | MG213 cells, MMTV-luciferase reporter, dexamethasone, overnight | activation, % at 9.1 µM | hit rate 1% among 370,000 | AID 652017, 2013; in the data active means activation above about 7.8%;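 further: 0% = vehicle wells and 100% = reference activator wells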
# FXN GAA850 act: FXN promoter activators, primary screen, cell-based, luciferase luminescence, HEK293 lucGAA850; HEK293 lucGAA850 FXN promoter luciferase reporter, 24 h; percent of 10 µM SAHA response; activation, % at 6 µM; hit rate 0.56% among 360,000; AID 540364, 2011;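 active means activation above the average of all compounds screened plus 3 SD, cutoff fixed separately per campaign, cut at about 7.5% in these data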;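 further: 0% = DMSO wells and 100% = 10 µM SAHA wells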
# ssDAF-12 act: S. stercoralis DAF-12 nuclear receptor activators, primary screen, cell-based, luminescence, HEK293, GRIP1 co-expression, lit1-tk-luc; activation, % at 6.8 µM; Nuclear hormone receptor DAF-12 (Strongyloides stercoralis); AID 652126, 2013; HEK293 ssDAF-12/GRIP1 lit1-tk-luc reporter; % of 3 µM dafachronic acid response; hit rate 1% among 370,000;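 active means activation above the mean over all tested compounds plus 3 SD, cut at about 0.9% in these data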;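 further: 0% = DMSO-only wells and 100% = 3 µM delta7-dafachronic acid wells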
# DAX1 inh-2: DAX1 (NR0B1) inhibitors on StAR promoter, primary screen, cell-based, luminescence, SF-1 (NR5A1), full-length DAX-1; AID 652010, 2013; inhibition, % at 6.8 µM; hit rate 1.1% among 370,000; HEK293T StAR-luciferase reporter, SF-1/DAX-1 repression relief;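 active means inhibition above the mean over all tested compounds plus 3 SD, cut at about 3.6% in these data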;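 further: 0% = DAX-1 cells with DMSO and 100% = cells lacking DAX-1 with DMSO; higher inhibition means more luminescence from relief of DAX-1 repression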
# hgDAF-12 ag: H. glycines DAF-12 receptor agonists, primary screen, cell-based, luminescence, HEK293, GAL4 fusion, UAS-luciferase. AID 687014, 2013. Nuclear hormone receptor DAF-12 (Heterodera glycines), GAL4 fusion. hit rate 1.8% among 370,000. activation, % at 6.8 µM. HEK293 GAL4-hgDAF12 UAS-luciferase reporter, agonist luminescence; normalized to butyrate control;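 active means activation above a cutoff set at the mean of all screened compounds plus 3 SD, cut at about 10% in these data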;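 further: 0% = DMSO wells and 100% = sodium butyrate wells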
# GC-A act: GC-A stimulated cGMP production enhancers – HEK293 GC-A cells, cGMP TR-FRET, EC30 ANP, primary screen. 0% at EC30 ANP, 100% saturating ANP. Atrial natriuretic peptide receptor 1 (Homo sapiens), P16066. activation, % at 10 µM. hit rate 0.14% among 370,000; in the data active means activation above about 40%
# HGIII-sPLA2 inh: human group III sPLA2 inhibitors, primary screen, biochemical, QFRET, BODIPY PC-A2 liposome substrate | AID 743126, 2013 | inhibition, % at 12.2 µM | hit rate 0.56% among 370,000 | QFRET BODIPY PC-A2 liposome hydrolysis, fluorescence;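 active means inhibition above mean plus 3 SD of compounds lying within the high and low control bounds, cut at about 19% in these data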;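 further: 0% = median of test compound wells and 100% = no enzyme DMSO wells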
# Target sequence (Q9NZ20 whole entry, looked up): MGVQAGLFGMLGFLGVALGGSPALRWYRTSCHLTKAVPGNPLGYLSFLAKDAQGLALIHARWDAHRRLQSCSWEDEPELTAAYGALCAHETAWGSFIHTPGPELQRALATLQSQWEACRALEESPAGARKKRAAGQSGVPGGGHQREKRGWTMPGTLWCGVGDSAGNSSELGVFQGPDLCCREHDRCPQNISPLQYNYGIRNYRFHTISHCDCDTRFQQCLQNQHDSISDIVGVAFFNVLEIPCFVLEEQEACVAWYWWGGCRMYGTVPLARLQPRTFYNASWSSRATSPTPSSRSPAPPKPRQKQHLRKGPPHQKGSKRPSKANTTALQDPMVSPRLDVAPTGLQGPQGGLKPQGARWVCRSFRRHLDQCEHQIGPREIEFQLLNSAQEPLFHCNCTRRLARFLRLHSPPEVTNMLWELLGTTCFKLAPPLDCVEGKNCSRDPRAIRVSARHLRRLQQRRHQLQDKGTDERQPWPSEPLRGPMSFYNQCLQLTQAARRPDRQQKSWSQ
# hcDAF-12 act: H. contortus DAF-12 nuclear receptor activators, primary screen, cell-based, luminescence, HEK293, lit1-tk-luc reporter | HEK293 hcDAF-12 lit1-tk-luc reporter; 0% DMSO, 100% Δ7-dafachronic acid | activation, % at 6.8 µM | hit rate 1.4% among 370,000 | AID 652067, 2013;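 active means activation above the mean of all tested compounds plus 3 SD, cut at about 5.5% in these data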;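 further: 100% = response to 3 µM Δ7-dafachronic acid high control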
# * marks the source's active call; other numbers are inactive results; x = no result given.
SMILES,DAX1 inh-1,ADAM10 inh,NPR2 activator,SMARCA2 act,FXN GAA850 act,ssDAF-12 act,DAX1 inh-2,hgDAF-12 ag,GC-A act,HGIII-sPLA2 inh,hcDAF-12 act
N/C(=N\NC(=O)c1cccs1)c1cc2ccccc2oc1=O,3.5,1,-1,4,2.7,-0.1,1.9,11*,1,3,3.1
CC(Cc1c[nH]c2ccccc12)NC(=O)C1CCCNC1=O (configuration not stated),-1.0,-4,3,-1,-0.9,-1.0,0.0,3.1,-1,3,0.1
Cc1ccc(C(=O)N(CC#N)CC#N)cc1C,3.2,-3,3,-2,3.2,-1.9,0.1,-2.6,1,-3,-2.4
CC1CN(C(=O)c2cccc(S(=O)(=O)N3CCN(c4ccc(F)cc4)CC3)c2)CC(C)O1 (configuration not stated),-1.5,-16,4,-1,-1.6,-1.1,-4.9,-3.2,2,3,-2.6
COc1ccc(S(=O)(=O)N[C@@H](Cc2ccc(Cl)cc2)C(=O)N2CC[C@@]3(O)CCCC[C@H]3C2)cc1,0.9,-1,-8,1,-1.9,-1.4,-0.2,0.1,5,-18,-1.4
O=C1CCc2cc(S(=O)(=O)NCCC(=O)NC3CCCCC3)ccc2N1,0.6,3,-1,1,0.1,-1.6,0.8,1.8,2,-1,-0.4
OCCCNC(=S)Nc1ccc(Oc2ccccc2)cc1,-1.3,12,6,3,0.5,-1.6,-0.1,2.1,1,10,1.5
COc1ccc(NC(=O)CN(C)C(=O)c2cccc(S(=O)(=O)N3CCN(c4ccc(F)cc4)CC3)c2)cc1,-1.7,0,-5,-2,-2.5,-1.8,-4.6,-6.5,-3,-16,-2.9
O=C(Cn1cc(COc2ccc(-n3cccc3)cc2)nn1)NS(=O)(=O)c1ccccc1C(F)(F)F,x,10,1,-2,-1.5,-1.4,1.6,0.6,1,-36,-0.9
Cc1[nH]c(-c2ccc3c(c2)OCO3)nc1C(=O)O,0.5,-19,-1,0,-0.5,-1.0,1.3,4.1,-1,1,-0.2
O=C(NNc1ccccc1)NC(Cc1ccccc1)C(=O)O (configuration not stated),0.7,3,5,0,0.6,-0.9,-0.7,2.7,3,-4,-1.8
CC(=O)c1cc(C#N)c(Oc2ccccc2)nc1C,-0.2,-6,7,0,0.3,-0.8,0.8,0.4,3,-3,-1.9
CC(C)CC1C(=O)N(Cc2cn(CCC3OCCCO3)nn2)CCS(=O)(=O)N1Cc1ccc(-c2ccc(F)cc2)cc1 (configuration not stated),0.8,3,6,-4,-0.3,-1.0,0.4,5.4,5,-18,-0.7
O=C(NNC(=O)c1ccncc1)Nc1ccc(N=Nc2ccccc2)cc1,-0.1,16,0,-2,3.6,0.7,2.0,10*,6,-36,5.0
Cc1ccc(S(=O)(=O)c2cn(Cc3ccc(F)cc3)c3cc4c(cc3c2=O)OCO4)cc1,-0.2,-29,10,-2,0.0,-1.7,-0.4,-1.3,6,14,-0.3
Cc1cc(C)nc(SC2CCOC2=O)n1 (configuration not stated),0.7,2,4,0,0.6,-1.4,-0.1,-1.0,1,2,-1.1
Cc1ccc(NC(=O)COC(=O)Cc2csc(-c3cccc(F)c3)n2)cc1C,0.3,10,-2,1,0.2,-1.4,0.3,-3.4,3,-22,-1.4
CCCOc1ccc(/C(O)=C2/C(=O)C(=O)N(CCCn3ccnc3)C2c2cccs2)cc1 (configuration not stated),2.6,-2,2,1,1.0,-1.7,0.1,3.8,3,-2,0.1
COC(=O)c1ccc(C(=O)N2CCCC(CNC(=O)c3ccc(F)cc3)C2)cc1 (configuration not stated),-0.5,-1,4,-3,0.9,-0.8,-0.2,0.4,7,3,1.1
Cc1ccc(C(=O)OCC(=O)N2CCOCC2)cc1,2.3,7,6,1,3.1,-0.4,0.1,3.4,-7,7,-0.3
COc1ccc(NS(=O)(=O)c2ccc(C(=O)Nc3c(C)n(C)n(-c4ccccc4)c3=O)cc2)cc1,-3.2,-19,3,-7,0.7,-1.1,-1.7,-3.4,1,5,-2.3
CCn1c(SCc2nc3scc(-c4ccccc4)c3c(=O)[nH]2)nnc1-c1cccs1,-0.3,2,-3,-3,0.2,-1.5,-0.9,-0.6,0,-23,-1.3
CCN(C(=O)C1CCCN(c2nc(-c3ccc(OC)cc3)no2)C1)c1ccccc1F (configuration not stated),-1.1,-3,-6,-6,-1.5,-1.7,-0.8,-3.7,16,-3,-2.8
O=C(NCc1ccncc1)c1ccc(NS(=O)(=O)c2cccc([N+](=O)[O-])c2)cc1,0.0,-2,-3,-4,-0.1,-0.8,2.3,-1.1,1,11,0.0
COc1ccccc1OCCC(=O)OCC(=O)Nc1ccc2c(c1)OCCO2,0.7,-2,5,-1,-1.2,-0.9,-0.9,2.6,-2,-3,0.1
# (listing goes on)
SMILES,DAX1 inh-1,ADAM10 inh,NPR2 activator,SMARCA2 act,FXN GAA850 act,ssDAF-12 act,DAX1 inh-2,hgDAF-12 ag,GC-A act,HGIII-sPLA2 inh,hcDAF-12 act
COc1ccc(CC(=O)NNC(=O)COc2ccc3ccccc3c2)cc1,0.2,-6,-8,-4,0.7,-1.5,-0.2,-1.7,-5,3,-2.6
Clc1ccc(Nc2ccc(NCc3ccccc3)nn2)cc1,-0.1,5,0,0,0.5,-0.1,0.6,2.7,-16,2,3.2
CN(Cc1ccccc1)S(=O)(=O)c1cn(C)cn1,-0.7,-9,4,-4,1.0,-0.9,0.1,1.4,3,-1,-1.8
O=c1c2c3c(sc2ncn1/N=C/c1ccc(Br)o1)CCCC3,-0.3,-1,-7,-1,5.2,-1.2,1.4,-1.9,-4,4,-0.8
O=C1CCCN1CCCNCC(=O)N1c2ccccc2Sc2ccccc21,0.8,-9,-5,-4,0.0,-1.4,-1.4,-1.8,0,0,-1.2
NC(=O)c1oc2ccccc2c1NC(=O)Cc1ccccc1,0.1,-9,2,-2,0.4,-1.7,0.1,-3.2,4,2,-0.2
CN(C(=O)COC(=O)/C=C/c1ccccc1[N+](=O)[O-])c1ccccc1,-0.6,-2,2,-2,-3.1,-1.3,-0.3,0.6,5,0,0.4
CCn1[nH]c(=O)c(=Nc2c(C)n(C)n(-c3ccccc3)c2=O)cc1-c1ccc(Cl)cc1,-1.4,4,-2,-3,-2.5,-1.5,-1.3,-0.3,-4,-2,-2.8
O=C(c1cccs1)N1CCN=C1SCc1ccc(Cl)cc1,-0.4,9,-2,-4,1.7,-0.3,0.4,-0.3,1,2,-1.1
CCOC(=O)c1c(C)[nH]c(C(=O)OCC(=O)NC(C)(C)C)c1C,-2.3,-11,-4,-1,1.4,-2.3,-1.8,-2.5,-1,-2,-3.0
O=C(NCc1ccccc1Cl)C1CCC(CNc2nc(=S)[nH]c3ccccc23)CC1 (configuration not stated),-1.2,-7,-5,-2,-0.1,-1.5,0.1,-0.1,-6,2,-1.1
NC(=O)C1CCN(C(=O)c2ccc(NC3=NC4CS(=O)(=O)CC4S3)cc2)CC1 (configuration not stated),-0.2,-5,3,0,-1.3,-0.8,0.1,-0.4,1,-4,0.6
CC(C)(C)NC(=O)CSc1nc2ccc(NC(=O)CSc3nnc(N)s3)cc2s1,-2.5,-1,-5,-9,-3.3,-2.6,-1.4,-6.2,-3,-6,-4.6
Nn1c(SCc2nc3ccccn3c2Br)nnc1-c1cccnc1,1.6,-1,-2,3,2.6,-0.5,0.6,1.0,-1,-10,3.2
Cc1[nH]c2c(Cl)cccc2c(=O)c1CN1CCCC1,0.4,1,5,-1,-0.1,-0.9,-0.1,0.5,0,-3,-0.7
COc1ccc(CNC(=O)c2ccc(-n3ccnc3)c3ccoc23)cc1OC,x,-12,4,-1,0.5,-1.1,-1.6,-2.9,7,-7,0.1
COc1ccccc1N(C)S(=O)(=O)c1ccc(C(=O)NC2=NCCS2)cc1,-0.5,4,0,1,-0.3,-1.1,-1.2,-0.3,1,-2,-1.0
COc1ccc(Br)cc1CN(C)C(C)C(=O)Nc1cc([N+](=O)[O-])ccc1OC (configuration not stated),-0.3,7,4,1,0.9,-0.6,1.1,2.9,-6,20*,0.8
O=C(COc1ccc(Br)cc1Cl)NC(=S)N1CCc2ccccc21,-0.7,-3,6,2,3.5,1.0*,0.8,13*,4,-1,6.2*
CCCOc1ccc(-c2c(C(=O)N/N=C/C3CCCCC3)nnn2-c2nonc2N)cc1,0.1,-8,1,-2,-0.2,-1.3,-0.3,-0.4,1,-18,-1.1
COc1ccc(NS(=O)(=O)c2cccs2)c(OC)c1,0.9,10,-2,-1,-0.2,-1.7,0.8,0.2,-2,-6,0.6
CC(C)(C)N(Cc1ccccc1)C(=O)c1ccc(Br)o1,0.8,-1,-11,-1,2.6,-1.9,-0.8,-4.6,-20,-6,-0.1
COc1ccccc1NC(=O)/C=C1\SCC(=O)N1C,0.4,5,1,0,0.5,-1.5,0.1,2.2,2,-4,1.3
Cc1ccc(C(=O)CSC2=C(C#N)C(c3ccco3)C3=C(CCCC3=O)N2)cc1 (configuration not stated),-2.6,-7,20,0,-5.3,-1.4,-2.4,2.1,24,-10,-1.1
Cn1c(=O)n(C/C=C/c2ccccc2)c(=O)c2c1nc1n2CCCN1Cc1ccccc1,0.1,5,1,-3,-1.0,-1.9,-1.2,-1.9,-4,0,-0.2
O=C(CCc1nc(-c2ccccc2)no1)N1CCCC1,0.5,4,4,2,2.9,-1.1,1.1,3.8,2,2,2.8
O=c1c2ccsc2ncn1Cc1ccc(Cl)cc1,-0.6,-6,-4,1,2.9,-1.2,-0.6,-1.0,12,1,-2.3
CN1CCN(c2ccc(-c3ccnn3C(=O)Nc3cccc(C(F)(F)F)c3)cc2)CC1,0.3,0,2,4,5.5,-0.8,1.4,5.4,0,2,1.3

# An excerpt from above in order of their number in HGIII-sPLA2 inh, highest first:
structure | HGIII-sPLA2 inh
NC(=O)c1oc2ccccc2c1NC(=O)Cc1ccccc1 | 2
CCn1[nH]c(=O)c(=Nc2c(C)n(C)n(-c3ccccc3)c2=O)cc1-c1ccc(Cl)cc1 | -2
COc1ccccc1NC(=O)/C=C1\SCC(=O)N1C | -4
